# LYP phosphatase: inhibitors of LYP phosphatase, biochemical, fluorescence intensity, uHTS (AID 1779); Tyrosine-protein phosphatase non-receptor type 22 (Homo sapiens); recombinant LYP phosphatase, fluorescence intensity; higher % means a stronger effect; inhibition, % at 11.5 µM; hits with a dose series show IC50 in µM; 290,000 compounds, 0.054% hits; in the data active means inhibition above about 50%;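 further: plate controls were vehicle with enzyme for no effect and no enzyme for full effect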
# Active calls of the source: *.
# Preview:
SMILES,LYP phosphatase
COc1ccc(C(=O)OCC(=O)NCCCc2ccccc2)cc1OC,-10%
COc1ccc(CNc2ncc(-c3ccc(Cl)cc3)n2C)c(OC)c1OC,-9%
COc1ccc(N(C(=O)c2ccncc2)S(=O)(=O)c2ccc(OC)c(OC)c2)cc1,-10%
Cc1c(CN2CCN(C)C(CCO)C2)[nH]c2c(Cl)cccc12 (configuration not stated),-10%
Cc1nc(N2CCN(c3ccccc3O)CC2)c2c(-c3ccccc3)csc2n1,13%
CCOC(=O)COc1ccc(C(c2c(C)[nH][nH]c2=O)c2c(C)[nH][nH]c2=O)cc1,-8%
CCc1nnc(NC(=O)c2ccc(Br)o2)s1,-3%
CCOc1ccc(NC(=O)CSc2ccc3nnc(-c4ccccn4)n3n2)cc1,2%
COc1ccccc1-n1c(SCC(=O)Nc2cccc(C(=O)O)c2)nnc1-c1ccccc1O,-10%
CCCCN(C(=O)CCC(=O)Nc1cc(C)on1)C(C(=O)NC1CCCC1)c1ccc(F)cc1 (configuration not stated),4%
COc1cc(CCC(=O)OCC(=O)Nc2ccc(Br)cc2F)cc(OC)c1OC,-6%
CCc1ccccc1NC(=O)CCCN1C(=O)c2cccnc2C1=O,-8%
O=C(O)c1ccc(-n2c(/C=C/c3cccc([N+](=O)[O-])c3)nc3ccccc3c2=O)cc1,0%
Cc1ccc(NC(=O)CN2C(=O)CCSc3ccc(S(=O)(=O)N4CCCC4)cc32)cc1C,-5%
CSCC(=O)NC1CCCc2c1cnn2-c1cc(F)cc(F)c1 (configuration not stated),-8%
Cc1ccc(/C(O)=C2/C(=O)C(=O)N(c3ccccn3)C2c2cccc([N+](=O)[O-])c2)cc1 (configuration not stated),5%

# The whole of this part, from the start:
SMILES,LYP phosphatase
COc1ccc(C(=O)OCC(=O)NCCCc2ccccc2)cc1OC,-10%
COc1ccc(CNc2ncc(-c3ccc(Cl)cc3)n2C)c(OC)c1OC,-9%
COc1ccc(N(C(=O)c2ccncc2)S(=O)(=O)c2ccc(OC)c(OC)c2)cc1,-10%
Cc1c(CN2CCN(C)C(CCO)C2)[nH]c2c(Cl)cccc12 (configuration not stated),-10%
Cc1nc(N2CCN(c3ccccc3O)CC2)c2c(-c3ccccc3)csc2n1,13%
CCOC(=O)COc1ccc(C(c2c(C)[nH][nH]c2=O)c2c(C)[nH][nH]c2=O)cc1,-8%
CCc1nnc(NC(=O)c2ccc(Br)o2)s1,-3%
CCOc1ccc(NC(=O)CSc2ccc3nnc(-c4ccccn4)n3n2)cc1,2%
COc1ccccc1-n1c(SCC(=O)Nc2cccc(C(=O)O)c2)nnc1-c1ccccc1O,-10%
CCCCN(C(=O)CCC(=O)Nc1cc(C)on1)C(C(=O)NC1CCCC1)c1ccc(F)cc1 (configuration not stated),4%
COc1cc(CCC(=O)OCC(=O)Nc2ccc(Br)cc2F)cc(OC)c1OC,-6%
CCc1ccccc1NC(=O)CCCN1C(=O)c2cccnc2C1=O,-8%
O=C(O)c1ccc(-n2c(/C=C/c3cccc([N+](=O)[O-])c3)nc3ccccc3c2=O)cc1,0%
Cc1ccc(NC(=O)CN2C(=O)CCSc3ccc(S(=O)(=O)N4CCCC4)cc32)cc1C,-5%
CSCC(=O)NC1CCCc2c1cnn2-c1cc(F)cc(F)c1 (configuration not stated),-8%
Cc1ccc(/C(O)=C2/C(=O)C(=O)N(c3ccccn3)C2c2cccc([N+](=O)[O-])c2)cc1 (configuration not stated),5%
COc1cccc(C(=O)Nc2ccc3c(cc2=O)[C@@H](NC(C)=O)CCc2cc(OC)c(OC)c(OC)c2-3)c1,0%
Cc1ccc(S(=O)(=O)c2nc(S(C)(=O)=O)sc2N2CCC(C(N)=O)CC2)cc1,-8%
CCC(=O)c1cn(CC(=O)Nc2ccccc2Cl)c2ccccc12,0%
COc1ccc(C(=O)C2CCCN(C(=O)Cn3cncn3)C2)cc1OC (configuration not stated),-14%
O=C(NCCN1CCCCC1)c1ccc(/C=N/O)nc1,-8%
O=C(NCc1ccccc1)C(c1cccnc1)N(C(=O)c1csnn1)c1ccccc1 (configuration not stated),-17%
COc1ccc(NC(=O)C2CC2)cc1OC1CCCC1,-4%
O=C(Cc1ccccc1F)Nc1nc(-c2ccc(F)c(F)c2)cs1,-7%
Cc1ccccc1CC(=O)N1CCN(S(=O)(=O)c2cccs2)CC1,-10%

# Later entries.
SMILES,LYP phosphatase
O=C(O)CSCC(=O)N(c1ccccc1)c1ccccc1,-9%
COc1ccc(Nc2cc(C)nc3ncnn23)cc1Cl,-11%
CCOc1cc(C(=O)NC(C)CCc2ccccc2)cc(OCC)c1OCC (configuration not stated),-14%
Cc1cc(CNC(=O)C2CCC(=O)N(CCc3ccc(Cl)cc3)C2)no1 (configuration not stated),-8%
CCC1C(=O)C(CC)C(c2ccccc2)NC1c1ccccc1 (configuration not stated),-7%
CC(O)[C@@H](NC(=O)C1CCC(CNC(=O)[C@H](Cc2ccccc2)NC(=O)OC(C)(C)C)CC1)C(=O)O (some centres not stated),-7%
Cc1nc2ccccn2c1C(=O)NNC(=O)Nc1ccccc1,-7%
Cn1nnc2cc(NC(=O)Nc3cccc(C(F)(F)F)c3)ccc21,-5%
Cc1cccc(NC2CCCCC2NS(=O)(=O)c2ccccc2)c1 (configuration not stated),-5%
Clc1ccccc1OCCCCN1CCNCC1,-6%
CCN(CC)CCNC(=O)c1ccc(NC(=O)Cc2ccsc2)cc1,-8%
O=C(N=C1SC2CS(=O)(=O)CC2N1c1ccccc1Cl)C1CCCO1 (configuration not stated),-13%
CC(C)CN1CCN(Cc2cc3ccccc3[nH]2)CC1CCO (configuration not stated),-3%
CCN(CC(=O)NCc1ccc(Cl)cc1)C(=O)CCc1ccccc1O,-7%
Cc1ccc(S(=O)(=O)NN2C(=O)/C(=C/c3cccc(F)c3)SC2=S)cc1,-6%
CCc1nnc(NC(=O)CCC(=O)Nc2ccc(Cl)cc2)s1,-7%
COc1cccc(C2C(C(=O)c3ccc(C)o3)=C(O)C(=O)N2c2cc(C)on2)c1 (configuration not stated),-7%
CCC(=O)Nc1ccc(NC(=O)c2cccc3c(Br)cccc23)cc1,-5%
CCC(C(N)=NCCc1ccc(OC)c(OC)c1)c1ccccc1 (configuration not stated),-14%
Cc1cc(N2CCCCCC2)n2nc(C)c(-c3ccccc3)c2n1,0%
COc1cc2c(cc1OC)C(c1ccc(C(F)(F)F)cc1)CC(=O)N2 (configuration not stated),-6%
O=C(O)c1ccc(CP(=O)(c2ccccc2)c2ccccc2)cc1,-5%
CCOC(=O)c1c(S(=O)(=O)NCc2cccs2)c(C)n(C)c1C,-15%
COc1ccccc1N1CCN(C2CCCN(C(=O)CCN3CCCCO3)C2)CC1 (configuration not stated),-9%
Cc1ccsc1C(=O)Nc1ccc(OCc2ccccc2)cc1,-10%

# The list goes on.
SMILES,LYP phosphatase
Cc1ccc(NC(=O)C2CC(O)CN2C(=O)OCc2ccccc2)cc1C (configuration not stated),-13%
c1ccc(C[C@H]2CN=C(Nc3ccccc3)N2CCCC2CCCC2)cc1,-14%
O=C1CC(N2CCN(c3ccc(Cl)cc3)CC2)C(=O)N1c1ccccc1 (configuration not stated),-9%
CSc1nc2c(c(=O)[nH]c(=O)n2C)n1CCCc1ccccc1,-3%
Cc1ccc(CNC(=O)CN2C(=O)CSc3ccc(S(=O)(=O)N4CCCCC4)cc32)cc1,-7%
CCOc1ccccc1Oc1nc(-c2ccccc2O)nc2ccccc12,-7%
Cc1cccc(N2CC(C(=O)Nc3ccc(S(=O)(=O)N4CCCCC4)cc3)CC2=O)c1C (configuration not stated),2%
O=C(c1ccco1)N1CCN(Cc2ccc(F)cc2)CC1,-14%
O=C(c1cc(COc2ccc(F)cc2Cl)on1)N1CCN(C2CCCC2)CC1,-10%
COc1ccc(CNC(=O)[C@H](Cc2c[nH]c3ccccc23)NC(C)=O)cc1OC,-9%
CS(=O)(=O)N(CC(=O)Nc1ccc(F)cc1F)C1CCCCC1,-9%
O=C(Nc1ccc2c(c1)OCO2)C1CCCN1C(=O)Nc1ccccc1 (configuration not stated),-5%
O=C(Nc1ccc(Br)cc1)C1CC(O)CN1C(=O)OCc1ccccc1 (configuration not stated),-4%
CCCCCc1ccc(-c2cn(CCCOCc3ccccc3)nn2)cc1,-7%
COc1cccc(CNC(=O)C2CC(=O)N(C3CCCCCCC3)C2)c1 (configuration not stated),-12%
CCOC(=O)c1c(C)n(S(=O)(=O)c2ccc(C)cc2)c2ccc(O)c(C(=O)O)c12,-6%
O=C(CC1C(=O)NCCN1C/C=C/c1ccccc1)NCCc1cnccn1 (configuration not stated),-7%
COc1cccc(NC(=O)Nc2cccc(C)n2)c1,-2%
COc1cc(-n2c(C)nc3cccnc32)c(Cl)cc1C(=O)O,-6%
O=C(CCCc1nc(-c2ccc(Cl)cc2)no1)NC1CCCCC1,-7%
COCC(C)NC(=O)C(C)N1c2cccc3cccc(c23)S1(=O)=O (configuration not stated),-2%
CN1CCN(c2nc3c(c(=O)[nH]c(=O)n3C)n2Cc2ccc([N+](=O)[O-])cc2)CC1,-4%
OCC1(Cc2ccccc2F)CCCN(CCc2ccccc2)C1 (configuration not stated),-10%
CC1CN(c2sc(S(C)(=O)=O)nc2S(=O)(=O)c2ccc(Cl)cc2)CC(C)O1 (configuration not stated),-3%
CCCC(=O)Nc1ccc(NC(=O)c2ccccc2F)cn1,-9%

# Later entries:
SMILES,LYP phosphatase
Cc1cc(-c2ccc(C)c(S(=O)(=O)NCCCN3CCCCCC3)c2)on1,-6%
CCCC(=O)Nc1cc2c3c(c1)CC(=O)N3CCC2,-10%
COc1cccc(C(C)NC(=O)C2CCCO2)c1 (configuration not stated),-10%
CC(NC(=O)Nc1ccc(Cl)cc1)c1ccccc1 (configuration not stated),-10%
O=[N+]([O-])c1ccc(N/N=C/c2cccc(O)c2O)cc1,0%
Clc1cccc2c3c([nH]c12)CCNC3,-4%
O=C(COC(=O)c1cc([N+](=O)[O-])ccc1N1CCOCC1)Nc1ccc(Cl)cc1,-7%
COCCn1c(SCC(=O)Nc2cccc(NC(C)=O)c2)nc2c([nH]c3ccccc32)c1=O,-4%
C#CCN(CC=C)C(=O)c1ccc2nc(C3CCCCC3)oc2c1,-2%
Cc1cc(S(=O)(=O)N2CCOCC2)ccc1OCC(=O)N1CCCC1,-9%
Cc1c(NC(=O)c2cc(-c3ccc(Br)cc3)on2)c(=O)n(-c2ccccc2)n1C,-4%
COc1ccc(-c2cccc(NC(=O)COc3ccc(Cl)cc3)c2)nn1,3%
Cc1cc(=O)oc2c3c(cc(OCC(=O)N4CCC[C@H]4C(=O)O)c12)OC(C)(C)CC3,-14%
O=C(NCc1cccnc1)c1cc(S(=O)(=O)N2CCCC2)c(Cl)cc1Cl,-12%
COCCNc1nnc(SC(C)C(=O)Nc2c(C)n(C)n(-c3ccccc3)c2=O)s1 (configuration not stated),-5%
COc1cc(C(=O)Oc2c(OC)cc(C(=S)N3CCOCC3)cc2OC)cc(OC)c1OC,-5%
CCn1c(=O)c(C(=O)NNC(=O)c2ccccc2Br)c(O)c2ccccc21,-13%
COc1sc(SC)cc1/C=N/NC(=O)c1ccncc1,-2%
Cc1cccc(CCNS(=O)(=O)c2ccc3c(c2)NC(=O)CS3)c1,-5%
COc1ccc(Cc2nnc(NC(=O)C3CC(=O)N(CCc4ccc(F)cc4)C3)s2)cc1OC (configuration not stated),-4%
Cc1nc(C(F)(F)F)ccc1C(=O)Nc1ccc2ccccc2n1,-9%
COC(=O)c1ccccc1NC(=O)C1(S(=O)(=O)c2ccc(Cl)cc2)CC1,2%
S=C(Nc1ccc(Br)cc1)N1CCN(c2ccccn2)CC1,-11%
COc1ccc(/C=N/NC(=O)c2nnn(-c3nonc3N)c2-c2cccs2)c(OC)c1,-6%
Cc1ccc2c(C)c(C(=O)N(Cc3ccc(F)cc3)C3CCS(=O)(=O)C3)oc2c1 (configuration not stated),-4%

# Next part
SMILES,LYP phosphatase
Cc1ccc(CCNC(=O)C2CC(=O)N(C3CCCCC3)C2)cc1 (configuration not stated),-3%
CCOC(=O)c1ccc(NC(=S)NC(=O)c2cncc(Br)c2)cc1,-4%
COc1cccc(OC)c1C(=O)Nc1ccc2c(c1)n(C)c(=O)n2C,-7%
COc1ccccc1OCCn1c(C)c(C=O)c2ccccc21,-8%
Cc1oc(-c2cccc(Cl)c2)nc1CS(=O)(=O)CC(=O)NC1CC1,-11%
N#Cc1ccccc1S(=O)(=O)N1CCN(C(=O)C2CCCC2)CC1,1%
CCOC(=O)N1CCN(C(=O)c2ccc(NS(=O)(=O)c3ccc(C)cc3)cc2)CC1,-6%
CCN(CC)CCN(C(=O)c1ccc(C(=O)c2ccccc2)cc1)c1nc2c(OC)cccc2s1,-4%
CS(=O)(=O)Nc1ccc(S(=O)(=O)N2CCCCCC2)cc1,-7%
CCC(C)[C@H](NC(=O)[C@@H]1Cc2c([nH]c3ccccc23)C2c3ccccc3C(=O)N21)C(=O)N1CCC[C@@H]1C(=O)O (some centres not stated),4%
CC(CNc1nc2ccccc2n2cnnc12)c1ccccc1 (configuration not stated),-2%
OCCC1CN(Cc2ccc(F)cc2Cl)CCN1CCc1ccccc1 (configuration not stated),-11%
COC(=O)c1c(NC(=O)CCl)sc(C(=O)N2CCOCC2)c1C,-11%
CC(=O)Nc1ccc2nc(NC(=O)c3ccco3)sc2c1,-7%
Cc1ccc(S(=O)(=O)c2nnn3c2nc(N2CCOCC2)c2ccccc23)cc1,-1%
CN(c1ccc(O)cc1)c1nc(-c2cccnc2)cs1,-6%
COc1ccccc1NC(=S)NCc1ccccc1,-7%
CC(C)CC(C)N1CCC(n2nccc2NC(=O)CCc2ccccc2)CC1 (configuration not stated),-13%
Cc1onc(-c2ccccc2)c1C(=O)Nc1nnc(CC(C)C)s1,-5%
CC1=NN(c2ccccc2)C(=O)/C1=C\N(O)c1ccccc1,-7%
CN1CCN(CCC(=O)N/N=C/c2cc3c(cc2[N+](=O)[O-])OCO3)CC1,-9%
CCn1c(CNC(=O)c2ccccc2Br)nnc1SCC(=O)Nc1nncs1,-1%

# 2 records picked at random from those above, as already listed:
SMILES,LYP phosphatase
OCCC1CN(Cc2ccc(F)cc2Cl)CCN1CCc1ccccc1 (configuration not stated),-11%
Cc1ccc(CCNC(=O)C2CC(=O)N(C3CCCCC3)C2)cc1 (configuration not stated),-3%

# Assay outcomes: PubChem BioAssay, Sanford-Burnham Center for Chemical Genomics

# Some of the compounds tested. The share of hits here may be higher or lower than overall.
